PrPC surface inh – reduces human prion protein on the cell surface; 370,000 compounds, 0.43% hits; inhibition, % at 13.8 µM; P04156; cell surface PrPC, TR-FRET read-out; AID 720596; in the data active = inhibition above about 24%; also: 0% = median of the test wells and 100% = reference compound wells
BoNT-A LC inh2 – inhibitors of Botulinum neurotoxin A light chain protease; multiplex microsphere protease substrate cleavage, flow cytometry; inhibition, % at 10 µM; 360,000 compounds, 0.17% hits; AID 588499; also: plate controls were buffer without enzyme for full effect and enzyme alone for no effect
PfHsp40 yeast – compounds rescuing yeast from Plasmodium falciparum HSP40 toxicity | S. cerevisiae expressing PfHsp40, growth rescue, ATP luminescence | growth rescue, % at 12.5 µM | 340,000 compounds, 0.68% hits | AID 504582; in the data active = growth rescue above about 28%, passing the limit was not always enough; inconclusive = no clear call, values can overlap the other calls;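 also: yeast W303a lacking pdr1 and pdr3 grown in galactose medium; growth measured after three days at 30 °C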
PriA SSB inh – inhibitors of Klebsiella pneumoniae PriA binding to SSB C-terminal tail; AID 1272365; AlphaScreen SSBct-PriA binding, biotinylated peptide; inhibition, % at 33 µM; 430,000 compounds, 0.6% hits; in the data active = inhibition mostly above about 37%, no sharp cut-off; inactive = mostly below about 20%;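 also: plate controls were negative control peptide for no effect and reference peptide for full effect; strong numbers were not always called active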
TcdB inh – blocks C. difficile toxin B glycohydrolase activity. P18177. TcdB glycohydrolase enzymatic assay, plate reader. inhibition, % at 9.99 µM. 350,000 compounds, 0.24% hits. AID 652162; in the data active = inhibition above about 10%
Vc quorum ag – quorum light induction in luxS cqsA deficient V. cholerae | activation, % at 18.7 µM | 350,000 compounds, 0.16% hits | AID 588436 | V. cholerae BH1578 lux reporter, luminescence, 6 h; in the data active = activation mostly above about 9.7%, no sharp cut-off; inconclusive = no clear call, values can overlap the other calls; inactive = mostly below about 3.7%; also: not every result past the cut was called active; inactives centre near 0; reference of the scale not given here
Anthrax LF inh2 – anthrax lethal factor protease inhibition; P15917; multiplex microsphere protease cleavage assay, LF; inhibition, % at 10 µM; 360,000 compounds, 0.12% hits; AID 588501; also: plate controls were buffer without enzyme for full effect and enzyme alone for no effect
SARS 3CLpro inh – SARS-CoV 3CLpro protease inhibition. P0C6X7. recombinant SARS-CoV 3CLpro, quenched FRET peptide cleavage. inhibition, % at 6 µM. 290,000 compounds, 0.14% hits; in the data active = inhibition above about 12%
Y pestis TopoI – Y. pestis Topo-I inhibition via cleavage products. Y. pestis Topo-I cleavage product accumulation, plate reader. activity, % at 10 µM. 360,000 compounds, 0.064% hits. AID 504884; in the data active = activity above about 50%, passing the limit was not always enough; inconclusive = no clear call, values can overlap the other calls; also: inactives centre near 2
Numbers without * were called inactive; i = inactive; ? = inconclusive; nt = not tested or not shown; & = joins results of further samples. Rule as the data show it, unless noted: active = inhibition above about 30%; inconclusive = no clear call, values can overlap the other calls; inactive = below that. These rows are one share of the data; the hit share may differ from the screen's.

SMILES	PrPC surface inh	BoNT-A LC inh2	PfHsp40 yeast	PriA SSB inh	TcdB inh	Vc quorum ag	Anthrax LF inh2	SARS 3CLpro inh	Y pestis TopoI
CCOc1ccc(S(=O)(=O)n2nc(C)cc2C)cc1	1	-1.3	-3.5	-3	0.2	i	16	-6	-6
CC(C)(C)OC(=O)NCCCC[C@H](NC(=O)c1[nH]cnc1C(=O)Nc1ccc(Cl)cc1)C(=O)OC(C)(C)C	nt	0.1	8.3	0	nt	-0.3	-7	nt	16
c1ccc(COc2ccc(CN3CCN(c4ccccn4)CC3)cc2)cc1	-5	-0.2	0.5	-15	nt	-0.2	-8	1	17
Cc1oc(-c2ccccc2)nc1C(=O)OCC(=O)NC(C)c1ccccc1 (stereo not given)	-3	3.6	-0.5	8	0.2	i	5	nt	13
COC(CNC(=O)c1cn(C)c2ccc(S(=O)(=O)N(C)C3CCCCC3)cc2c1=O)OC	-1	0.5	-0.1	-3	2.2	i	0	5	21
O=C1NC(=O)C(CCc2ccncc2)(CCc2ccncc2)C(=O)N1CCc1ccccc1	5	-0.7	0.1	-7	1.4	i	-6	0	8
COc1ccc(CNC(=O)C2CC(=O)N(C3CCCCC3)C2)cc1 (stereo not given)	4	-1.1	2.4	1	-0.1	-3.4	1	-6	2
CC(=O)Nc1ccc(-c2nnn(CC(=O)c3ccccc3)n2)cc1Cl	6	1.4	-1.2	-11	nt	i	2	-5	-10
COc1cc(CN2CCCC(N3CCN(c4ccccc4C)CC3)C2)ccc1O (stereo not given)	-6	-0.3	-1.6	2	-8.9	i	-7	-6	7
COC(=O)C1=C(N)OC2=C(C(=O)CC(C)(C)C2)C1c1ccccc1OCC#N (stereo not given)	5	-0.8	-0.3	11	0.1	i	-3	2	-6
COc1cc(CCC(=O)OCC(=O)Nc2c(F)cccc2F)cc(OC)c1OC	-4	0.2	-1.4	-4	1.8	-0.3	0	-4	-6
CCCCN(C1CCS(=O)(=O)C1)S(=O)(=O)c1cc(C)ccc1C (stereo not given)	1	-7.3	0.5	-12	2.3	-2.3	-2	nt	5
C#Cc1ccc([C@@H]2C=C(C(=O)N3CCOCC3)O[C@H](OCc3ccc(CO)cc3)C2)cc1	-8	0.4	-0.5	-5	nt	-1.4	-5	nt	31
CCOc1ccccc1NC(=O)N1C2CCCC1CC(NC(=O)C1CC1)C2 (stereo not given)	3	0.3	0.0	-4	nt	-0.2	0	-3	1
CC(=O)c1ccc(-c2c(CCO)sc3ccccc23)cc1	-1	0.1	nt	nt	0.8	nt	1	nt	nt
CCc1ccc(Nc2n[n+](-c3ccccc3)c(-c3ccc(OCc4ccccc4)cc3)s2)cc1	5	0.5	-0.1	3	0.4	i	1	0	6
COc1ccc(CCN(C)C(=O)COC(=O)/C=C/c2ccc(C)o2)cc1OC	-5	2.0	-1.5	7	-0.9	-0.7	3	nt	15
O=CN(CCN(C=O)CN1CCCCC1)CN1CCCCC1	4	1.0	-2.5	-11	nt	0.6	8	-6	2
Cc1ccc(-n2ncc3c(=O)[nH]c(SCC(=O)N4CCOCC4)nc32)cc1	-2	0.5	0.1	-7	nt	-0.2	-1	6	-11
Cc1csc2c(=O)sc(NC(=O)c3ccc(F)cc3Cl)nc12	6	nt	-1.6	-10	-0.6	-0.6	nt	8	-1
Cc1ccc(Cl)c(OCC(=O)Nc2cc(S(=O)(=O)N3CCOCC3)ccc2N2CCCC2)c1	13	0.0	-0.9	6	0.3	0.5	-1	4	30
Cc1cc(C)cc(N(CCC#N)C(=O)COC(=O)C2CCN(S(=O)(=O)c3ccc(C)c(C)c3)CC2)c1	2	-1.4	22	4	0.7	0.9	2	nt	29
O=C(Nc1ccc2c(c1)OCO2)c1ccc2c(c1)S(=O)(=O)c1ccccc1C2=O	5	0.5	-0.3	-2	-0.2	-0.8	4	nt	-4
CC1CCCCC1NC(=O)c1cccc(NC2=NC3CS(=O)(=O)CC3S2)c1 (stereo not given)	10	-1.6	0.1	-7	-9.2	-1.3	1	0	-7
COc1ccc(C(CCN(Cc2ccc(OC)c(OC)c2)C(C)=O)C(C)C)cc1 (stereo not given)	9	-1.6	2.2	8	0.5	i	2	2	18
COc1ccc(N2C(=O)NC(=O)/C(=C\c3ccccc3[N+](=O)[O-])C2=O)cc1	0	0.5	-0.9	-6	-0.1	0.6	-4	-3	-1
CCSc1nnc(CCNC(=O)OC(C)(C)C)o1	12	-1.0	1.0	-2	nt	-0.3	-8	-3	2
CC1(c2nnc(-c3cccc(Cl)c3)o2)CC(c2cccc(Cl)c2)=NO1 (stereo not given)	2	-0.3	0.5	-19	0.2	-1.3	0	nt	21
Cc1ccc(C(=O)NC(=S)Nc2cccnc2Cl)cc1	0	-0.1	-0.1	-2	1.0	i	1	5	13
Clc1cccc(Sc2ccc(-c3ccccn3)s2)c1	7	0.3	0.2	-27	0.7	-0.6	-2	-1	4
O=C(O)c1cccc(NS(=O)(=O)c2ccc3c(c2)C(=O)c2ccccc2C3=O)c1	-24	1.3	-0.3	5	-1.7	-0.1	-9	2	-3
COc1ccccc1-c1cc(C(=O)N2CCCCC2)no1	5	0.4	-1.6	-8	1.3	i	2	1	16
CC(=O)Nc1ccc(NC(=O)c2ccc(S(=O)(=O)N(C)c3ccccc3)cc2)cc1	3	3.3	?	4	0.8	-1.6	8	nt	5
O=C(C[n+]1cccc(O)c1)Nc1ccc(Br)cc1	3	-1.0	0.2	-4	2.7	0.9	-2	0	2
O=C(NNS(=O)(=O)c1ccccc1)Nc1ccc(F)cc1	-3	3.1	-1.5	0	-0.6	i	4	2	-2
Cc1nnsc1-c1nc2ccccc2[nH]1	-5	0.3	-1.1	-5	nt	i	3	2	5
CC(C)(C)NC(=O)C1CCN(S(=O)(=O)c2cccc(C(F)(F)F)c2)CC1	1	-0.7	-0.9	0	0.3	i	7	1	5
COC(=O)[C@@H](Cc1ccc(O)cc1)NC(=O)[C@H]1CCC(=O)N1C(=O)OCc1ccccc1	-2	-0.8	-0.6	-5	1.2	-0.6	-7	6	-3
COc1ccc(NC(=O)c2cc(-c3ccccc3Cl)on2)cc1OC	6	-3.0	3.1	3	0.5	3.0	10	3	-1
Cc1cc(NC(=O)CCCn2nc([N+](=O)[O-])cc2C)no1	2	-1.3	0.3	3	0.5	-0.2	1	0	-5
CC(C)S(=O)(=O)c1csc(C(=O)Nc2ccc(F)cc2)c1N	8	?	-2.0	-5	1.2	0.5	-18	2	-2
O=C(C[C@@H]1C/C=C\CCC(=O)OC[C@@H]2CCCN2C1=O)N[C@@H](CO)Cc1ccccc1	5	0.1	-1.6	nt	-0.3	0.1	3	nt	9
COC(=O)/C(C#N)=C1/SC=C(C)N1c1ccccc1	3	0.8	-0.7	5	nt	-0.4	5	0	-3
COc1ccc(NC(=O)CN(C)S(=O)(=O)c2ccccc2)c([N+](=O)[O-])c1	3	0.1	0.5	-6	nt	-0.4	-6	3	1
CN(C)/N=C/c1ccc([N+](=O)[O-])cc1[N+](=O)[O-]	-15	1.0	31*	nt	0.8	-0.2	-9	0	-5
O=C(CN1C(=O)C2C3C=CC(C3)C2C1=O)Nc1nc(-c2ccccn2)cs1 (stereo not given)	3	-0.1	-0.4	85*	nt	-0.7	-6	-5	3
OC1(c2ccc(Br)cc2)CCN(Cc2cccc(Br)c2)CC1	1	1.1	0.2	1	1.5	i	-13	0	8
O=C(Nc1ccccc1Cl)NN1CCCCCC1	-4	-0.2	0.9	3	0.6	-2.0	4	nt	30
CC(=O)n1cc([C@@H]2C=C(C(=O)N3CCOCC3)O[C@H](OCCCCO)C2)c2ccccc21	-3	-1.1	-0.1	-1	0.8&-3.6	i	-6	-4	16
O=C(CSc1nnc(-c2ccncc2)n1-c1ccc(F)cc1)NC(=O)NCc1ccco1	-1	0.7	1.2	10	0.2	i	2	-3	4
COc1ccccc1-c1cccc(-c2nc(C(=O)Nc3nccs3)cc3c2[C@@H](CCO)N(C(C)=O)C3)c1	7	-0.7	nt	nt	1.7&0.5	nt	-5	nt	nt
Cc1c(N=Nc2ccc(O)cc2)c(=O)n(-c2ccccc2)n1C	-5	-1.0	-0.9	7	2.6	2.0	-4	3	-6
COc1cccc(CC(=O)OC(C)C(=O)Nc2ncc(Cl)cc2Cl)c1 (stereo not given)	13	-1.2	0.2	-12	-12	-0.7	-6	nt	-8
O=C1/C(=C/c2cccc3ccccc23)CCCc2ccccc21	-1	2.4	2.0	-4	nt	-0.4	-2	3	-16
O=C(O)CN1C(=O)C2(OCCCO2)c2ccccc21	5	0.1	-2.0	5	nt	-0.2	1	1	-5
O=C1c2ccccc2C(O)(c2ncc[nH]2)N1C1CCCCC1 (stereo not given)	-2	0.8	2.2	-13	nt	i	-6	2	-6
O=C(CN1C(=O)NC(c2ccccc2)(c2ccccc2)C1=O)NCCNCCO	3	-0.8	0.1	-8	-5.8	i	13	-4	-12
O=C(CSc1ccc2c(c1)OCCO2)Nc1ccc(Cl)cn1	1	0.3	0.8	-13	nt	2.5	9	1	0
CC(C)(C)S(=O)(=O)N1C[C@@H]2CC/C=C\C/C(c3ccccc3)=C\2[C@H]1CCO	7	0.1	-1.3	-16	-4.0	i	-3	nt	24
C[C@]12CCC3C(CC[C@H]4C[C@@H](O)CC[C@]34C)C1=CC[C@@H]2O (stereo not given in full)	1	0.5	nt	nt	1.7	0.0	0	nt	-8

(further entries)
SMILES	PrPC surface inh	BoNT-A LC inh2	PfHsp40 yeast	PriA SSB inh	TcdB inh	Vc quorum ag	Anthrax LF inh2	SARS 3CLpro inh	Y pestis TopoI
C=CCc1cccc2ccc(=O)oc12	3	4.3	1.2	1	-0.2	-0.3	19	3	-3
C[C@@H]1CN([C@@H](C)CO)C(=O)CCCn2nncc2CO[C@@H]1CN(C)S(=O)(=O)c1ccccc1C#N	3	0.4	nt	nt	-5.5&-0.6	-2.1	-4	nt	-7
O=C(CN1C(=O)NC2(CCCCCCC2)C1=O)Nc1ccc(Br)cc1	8	1.1	0.0	1	0.2	-2.7	-1	nt	14
COc1ccc(OC)c(NC(=O)NC2CCCCCCC2)c1	8	0.8	1.3	13	0.3	i	-3	3	-11
C=CCOc1c(Br)cc(/C=C2/NC(=S)N(C(C)=O)C2=O)cc1OC	-2	0.6	7.6	-1	-0.6	-0.3	1	0	2
Cc1ccc(C(=O)N/C(=C\c2cn(C)c3ccccc23)C(=O)NCCCn2ccnc2)cc1	-5	-1.4	0.6	-3	1.3	4.3	1	4	6
CCOC(=O)c1c(NC(=O)CC2Nc3cc(C)c(C)cc3NC2=O)sc(C)c1C (stereo not given)	5	-2.0	-1.1	-12	1.4	7.1	-5	-5	0
COc1ccc(-c2csc(Nc3cccc(C)n3)n2)cc1C	12	-0.9	1.5	11	1.9	0.6	6	4	-11
CCN1CCN(C(=O)NS(=O)(=O)c2ccc(C)cc2)CC1	-5	1.0	-2.1	-4	0.9	0.5	-2	3	5
FC(F)(F)c1ccc2c(c1)nnn2C1CCN(Cc2nnnn2Cc2ccccc2)CC1	-9	-1.7	-0.3	6	nt	-0.3	-14	-2	-12

Structural class, those above with a nitro group on carbon.
SMILES	PrPC surface inh	BoNT-A LC inh2	PfHsp40 yeast	PriA SSB inh	TcdB inh	Vc quorum ag	Anthrax LF inh2	SARS 3CLpro inh	Y pestis TopoI
COc1ccc(N2C(=O)NC(=O)/C(=C\c3ccccc3[N+](=O)[O-])C2=O)cc1	0	0.5	-0.9	-6	-0.1	0.6	-4	-3	-1
Cc1cc(NC(=O)CCCn2nc([N+](=O)[O-])cc2C)no1	2	-1.3	0.3	3	0.5	-0.2	1	0	-5
COc1ccc(NC(=O)CN(C)S(=O)(=O)c2ccccc2)c([N+](=O)[O-])c1	3	0.1	0.5	-6	nt	-0.4	-6	3	1
CN(C)/N=C/c1ccc([N+](=O)[O-])cc1[N+](=O)[O-]	-15	1.0	31*	nt	0.8	-0.2	-9	0	-5

Bioassay records: PubChem BioAssay, several laboratories
